Bioassay records deposited in PubChem by National Center for Advancing Translational Sciences (NCATS).
Chronic BCR inh: qHTS Assay to Find Inhibitors of Chronic Active B-Cell Receptor Signaling. ABC-DLBCL IkBa-CBG/CBR reporter, luminescence ratio, 4 h. Potency, µM (top dose mostly 46.1 µM), without a hit: at the highest dose ratio change, negative = lower green/red ratio, hits mostly inhibitors. actives 0.05% (n = 340,000). AID 493014, 2011; active means well fitted inhibition curve with a large enough effect in the signal ratio, with a control signal flat, not every such curve was filed as active; inconclusive means small, poorly fitted or top-dose-only effect, or effect the other way, or a change in a side signal; the % refers to the signal ratio;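 further: potency means the concentration at half of the fitted maximal effect; plate controls were basal doxycycline-induced cells for no effect and cells given 10 µM MG132 for full effect; MG132 reads +100%, hits lower the ratio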
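TMD8 human ABC-DLBCL cells with doxycycline-inducible IκBα–green luciferase fusion and unfused red luciferase, in 0.5% FBS medium; compounds up to 46 uM, 4 h at 37C. Green/red luminescence ratio, filter-overlap corrected, fitted to concentration-response curves.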
Mito fusion act: qHTS Assay for Small Molecule Inhibitors of Mitochondrial Division or Activators of Mitochondrial Fusion; S. cerevisiae fusion-defective mutant growth rescue, CellTiterGlo 48 h; Potency, µM (titrated, usually from 46.1 µM), for inactives: top-dose growth rescue (activation), usual class: activators; actives 0.23% (n = 320,000);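 further: potency means the concentration at half of the fitted maximal effect; % of control where 0% means no effect; nearly all actives have a fitted effect of over 45% in size; temperature-sensitive fusion mutants such as fzo1-1 at 37 °C on non-fermentable ethanol glycerol medium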
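Growth-rescue viability read-out: after 48 h at the non-permissive 37C in glycerol/ethanol YPEG, yeast mitochondrial fusion mutants are measured by CellTiterGlo luminescence; compounds (23 nl pinned per well) restoring growth score as division inhibitors or fusion activators.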
GALK inhibitor: qHTS Assay for Inhibitors of Human Galactokinase (GALK); Purified GALK, Kinase-Glo residual ATP luminescence; Potency, µM (top dose mostly 57.5 µM), inactives show at the top dose activity change, negative = inhibition, hits mostly inhibitors; actives 0.007% (n = 270,000); AID 1868, 2009; further: potency means the concentration at half of the fitted maximal effect; on the % scale 0 is the no-effect control and ±100 the full control effect
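5 nM enzyme, 35 uM ATP, 100 uM galactose, 20 mM HEPES pH8.0, 5 mM MgCl2; 1 h RT; residual ATP by Kinase-Glo Plus luminescence, qHTS format.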
S-ASM inh: Inhibitors of Secretory Acid Sphingomyelinase (S-ASM): qHTS; placental ASM, HMU-PC fluorogenic substrate, 60 min; Sphingomyelin phosphodiesterase (Homo sapiens), P17405; Potency, µM (titrated, usually from 57.5 µM), for the others: at the top dose activity change, negative = inhibition, usual class: inhibitors; actives 0.006% (n = 340,000); further: potency means the concentration at half of the fitted maximal effect
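HMU-PC0 cleavage (9 uM final) by human placental ASM, 60 min at 37 °C following 10 min compound exposure at RT; stopped at pH 10, fluorescence Ex 386/Em 447 nm.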
KCNH2 WT inh: qHTS for Inhibitors of KCHN2 3.1: Wildtype qHTS; Voltage-gated inwardly rectifying potassium channel KCNH2 (Homo sapiens), Q12809; U2OS, BacMam KCNH2, thallium flux FluxOr; stronger effect = lower value; activity change, % at 1.84 µM; actives 0.37% (n = 340,000);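 active means maximum activity change below -70%; inconclusive means maximum activity change between -70% and -50%; inactive means maximum activity change above -50%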; further: on the % scale 0 is the no-effect control and ±100 the full control effect
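U2OS cells transduced with wild-type KCNH2 virus are loaded with FluxOr dye for 45 min, and thallium flux is measured in kinetic reads before and after stimulation buffer. Rate constants are normalized to DMSO controls.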
USP2a inh: qHTS Assay for Inhibitors of Ubiquitin-specific Protease USP2a Using CHOP2 as the Reporter. Ubiquitin carboxyl-terminal hydrolase 2 (Homo sapiens), O75604. actives 0.01% (n = 330,000). AID 463254, 2010. Potency, µM (highest dose often 38.3 µM), for the others: top-dose activity change, negative = inhibition, actives largely listed as inhibitors. USP2 core, Ub-CHOP2 coupled fluorogenic reporter, 485/531;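 further: potency means the concentration at half of the fitted maximal effect; plate controls were DMSO wells for no effect and full inhibition by NEM control for full effect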
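Cell-free coupled assay: 10nM USP2 core preincubated 30min RT with compound in Tris-HCl pH 8.0/CaCl2/CHAPS buffer, then 25nM Ub-CHOP2 and 25nM reporter substrate; fluorescence (Ex 485/Em 531) read after 60min RT, normalized to NEM inhibition, concentration-response curves fitted.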
Eya2 phos inh: qHTS Assay for Inhibitors of the Phosphatase Activity of Eya2; Protein phosphatase EYA2 (Homo sapiens), O00167; recombinant Eya2, OMFP fluorescence dephosphorylation (OMFP is methylfluorescein phosphate); Potency, µM (top dose mostly 76.9 µM), without a hit: at the highest dose activity, negative = inhibition, usual class: inhibitors; actives 0.006% (n = 330,000); AID 488837, 2010; further: potency means the concentration at half of the fitted maximal effect; on the % scale 0 is the no-effect control and ±100 the full control effect
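Eya2 protein (added as 0.2 uM solution) was preincubated with compound for 10 min at ambient temperature in 50 mM HEPES pH 7.5, 50 mM NaCl, 5 uM MgCl2, 0.05% BSA, 1 mM DTT. OMFP (added at 50 uM) then reacted 10 min; fluorescence read at 485/525 nm.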
Menin-MLL TR inh: qHTS Assay for Inhibitors Targeting the Menin-MLL Interaction in MLL Related Leukemias: Competition With Texas Red Labeled MLL-derived Mutant Peptide; Menin + Texas Red MLL mutant peptide, fluorescence polarization; Potency, µM (highest dose often 61.6 µM), for the others: at the top dose FP activity change, negative = inhibition, actives largely listed as inhibitors; actives 0.23% (n = 270,000); AID 1768, 2009; active means well fitted inhibition curve with a large enough effect in the polarisation, with a control signal flat, not every such curve was filed as active; inconclusive means small, poorly fitted or top-dose-only effect, or effect the other way, or a change in a side signal; inactive means no such curve, though single readings can be large or run the other way; the % refers to the polarisation; further: potency means the concentration at half of the fitted maximal effect; % of control where 0% means no effect; many of its hits are not listed in these tables
Target sequence (O00255 whole entry, looked up): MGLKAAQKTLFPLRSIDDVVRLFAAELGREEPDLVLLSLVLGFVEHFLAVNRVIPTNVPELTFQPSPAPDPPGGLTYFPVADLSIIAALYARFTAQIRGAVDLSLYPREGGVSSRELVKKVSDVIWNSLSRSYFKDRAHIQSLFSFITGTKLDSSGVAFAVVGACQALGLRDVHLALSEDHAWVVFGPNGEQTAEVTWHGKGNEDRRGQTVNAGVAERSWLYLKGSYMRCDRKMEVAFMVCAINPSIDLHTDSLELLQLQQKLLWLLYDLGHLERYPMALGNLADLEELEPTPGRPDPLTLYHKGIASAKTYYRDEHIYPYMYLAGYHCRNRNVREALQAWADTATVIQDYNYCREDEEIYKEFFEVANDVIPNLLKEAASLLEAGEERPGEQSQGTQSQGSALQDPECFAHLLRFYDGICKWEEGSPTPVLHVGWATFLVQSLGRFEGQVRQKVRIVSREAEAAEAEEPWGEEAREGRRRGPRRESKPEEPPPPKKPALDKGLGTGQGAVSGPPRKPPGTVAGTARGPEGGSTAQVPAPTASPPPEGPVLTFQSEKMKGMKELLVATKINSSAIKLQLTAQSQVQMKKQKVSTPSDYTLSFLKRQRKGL
MBNL1-CUG inh: qHTS Assay for Inhibitors of MBNL1-poly(CUG) RNA binding | Muscleblind-like protein 1 (Homo sapiens), Q9NR56 | TR-FRET MBNL1-His/biotin-(CUG)12 binding, 665/545 ratio | Potency, µM (titrated, usually from 57.5 µM), without a hit: top-dose activity change, negative = inhibition, actives largely listed as inhibitors | actives 0.036% (n = 280,000) | AID 2675, 2010; active means well fitted inhibition curve with a large enough effect in the signal ratio, with a control signal flat, not every such curve was filed as active; inconclusive means small, poorly fitted or top-dose-only effect, or effect the other way, or a change in a side signal; inactive means no such curve, though single readings can be large or run the other way; the % refers to the signal ratio; further: potency means the concentration at half of the fitted maximal effect; on the % scale 0 is the no-effect control and ±100 the full control effect
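Compounds (final 92 nM to 58 uM) are added to His-tagged MBNL1 and biotin-(CUG)12, then terbium anti-His antibody and streptavidin-XL665 (5 nM final). After 60 min at room temperature, the 665/545 nm ratio is read.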
PKM2 activator: qHTS Assay for Activators of Human Muscle isoform 2 Pyruvate Kinase; Pyruvate kinase PKM (Homo sapiens), P14618; purified PKM2, Kinase-Glo ATP luminescence, activation; response scale: 0% is enzyme alone, no compound; Potency, µM (series often up to 57.5 µM), inactives show top-dose activation, actives largely listed as activators; actives 0.34% (n = 260,000); further: potency means the concentration at half of the fitted maximal effect; on the % scale 0 is the no-effect control and ±100 the full control effect; nearly all actives have a fitted effect of over 55% in size
Target sequence (P14618 whole entry, looked up, canonical isoform): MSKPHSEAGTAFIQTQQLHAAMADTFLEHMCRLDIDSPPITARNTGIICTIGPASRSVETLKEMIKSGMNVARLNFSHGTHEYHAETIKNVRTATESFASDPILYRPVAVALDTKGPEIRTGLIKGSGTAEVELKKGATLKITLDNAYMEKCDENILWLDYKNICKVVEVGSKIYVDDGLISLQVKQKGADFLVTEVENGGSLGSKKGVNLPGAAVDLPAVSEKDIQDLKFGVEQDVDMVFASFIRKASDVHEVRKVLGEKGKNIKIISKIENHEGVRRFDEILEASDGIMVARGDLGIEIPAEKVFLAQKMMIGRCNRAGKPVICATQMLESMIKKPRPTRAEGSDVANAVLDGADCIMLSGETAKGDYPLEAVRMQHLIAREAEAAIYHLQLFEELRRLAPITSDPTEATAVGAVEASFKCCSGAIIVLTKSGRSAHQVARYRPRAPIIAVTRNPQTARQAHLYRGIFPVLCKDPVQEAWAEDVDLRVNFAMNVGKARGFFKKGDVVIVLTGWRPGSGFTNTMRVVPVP
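Purified hPK-M2 (>95% pure) converted ADP (0.1 mM final) to ATP with 0.5 mM PEP in 50 mM imidazole pH7.2, KCl, MgCl2, Tween 20, BSA; 1 h at room temperature. ATP detected by Kinase-Glo luminescence.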
TSHR antag: Antagonists of the Thyroid Stimulating Hormone Receptor: HTS campaign; Thyrotropin receptor (Homo sapiens), P16473; activity change, negative = inhibition, % at 11.5 µM; TSHR-expressing cells, TSH-stimulated cAMP HTRF, 2 h; stronger effect = lower value; actives 0.2% (n = 330,000); AID 504810, 2011;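 active means activity change below a set negative limit, meaning inhibition stronger than a set level, cut at about -70% in these data; inconclusive means activity change between two set negative limits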; further: on the % scale 0 is the no-effect control and ±100 the full control effect
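Competitive HTRF cAMP read-out (cryptate anti-cAMP antibody, cAMP-d2; 30 min, room temperature) in freshly harvested TSHR cells. Compounds added before TSH at EC80 (4nM final), followed by 2 hours' incubation at 37 deg C.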
An asterisk follows results filed as active; [ ] = another dose, or the depositor's remark. Unless noted, the call rests on the fitted dose curve; in most records, active means well fitted curve in the direction sought with a large enough effect; inconclusive means small, poorly fitted or top-dose-only effect, or another doubt; inactive means no such curve, though single readings can be large; an effect the other way counts as inactive or inconclusive. An excerpt (hit frequency here may not be typical).

For Cc1cc(-c2nnc3n2N=C(c2ccc(-c4ccccc4)cc2)CS3)n[nH]1 the results were Chronic BCR inh inconclusive, Mito fusion act -16%, GALK inhibitor 3%, S-ASM inh inconclusive, KCNH2 WT inh -19, USP2a inh inconclusive, Eya2 phos inh 10%, Menin-MLL TR inh 11%, MBNL1-CUG inh inconclusive, PKM2 activator -2% and TSHR antag -1.
For CCCN(CCC)C(=O)c1ccc2nc(-c3ccc(OC)c(OC)c3)c(-c3ccc(OC)c(OC)c3)nc2c1 the results were Chronic BCR inh -14%, Mito fusion act inconclusive, GALK inhibitor 5%, S-ASM inh 49%[activator], KCNH2 WT inh 19, USP2a inh -1%, Eya2 phos inh -6%, Menin-MLL TR inh -25%, MBNL1-CUG inh 41%[activator] and TSHR antag -4.
Screening Cc1ccc(CNC(=O)c2ccc3c(=O)c(O)c(-c4ccc(C)cc4)[nH]c3c2)cc1 returned Chronic BCR inh 0%, Mito fusion act 10%, GALK inhibitor -3%, S-ASM inh 61%[activator], KCNH2 WT inh 8, USP2a inh -3%, Eya2 phos inh 3%, MBNL1-CUG inh -9%, PKM2 activator 10% and TSHR antag -13.
CC(C)COc1ccc(C(=O)N(Cc2ccco2)C2CCS(=O)(=O)C2)cc1 (stereo not drawn) was read as Chronic BCR inh 3%, Mito fusion act 4%, GALK inhibitor 4%, S-ASM inh -3%, KCNH2 WT inh -4, USP2a inh 1%, Eya2 phos inh -7%, Menin-MLL TR inh -2%, MBNL1-CUG inh 14%, PKM2 activator -3% and TSHR antag -1.
`Brc1cccc(-c2nnc3sc(CNC4CCCC4)cn23)c1` gave Chronic BCR inh inconclusive, Mito fusion act 0%, GALK inhibitor 0%, S-ASM inh 2%, KCNH2 WT inh 0, USP2a inh -1%, Eya2 phos inh -10%, Menin-MLL TR inh 0%, MBNL1-CUG inh 3%, PKM2 activator 0% and TSHR antag 3.
Screening CC1C(=O)CC(c2ccco2)NC1c1ccco1 (stereo not drawn) returned Chronic BCR inh 11%, Mito fusion act 0%, GALK inhibitor -3%, USP2a inh -1%, Eya2 phos inh 6%, Menin-MLL TR inh 0%, MBNL1-CUG inh -1%, PKM2 activator -14% and TSHR antag 28.
`COc1ccccc1-c1n[nH]c(=S)o1` gave Chronic BCR inh inconclusive, Mito fusion act 2%, GALK inhibitor 0%, S-ASM inh 7%, KCNH2 WT inh -18, USP2a inh 1%, Eya2 phos inh 4%, Menin-MLL TR inh inconclusive, MBNL1-CUG inh 24%, PKM2 activator -7% and TSHR antag 11.
For Cc1ccc(C)c(N(C(=O)c2snc(C(N)=O)c2N)C(C(=O)NCC2CCCO2)c2ccc(C)o2)c1 (stereo not drawn) the results were Chronic BCR inh -12%, Mito fusion act 4%, GALK inhibitor 7%, S-ASM inh inactive, KCNH2 WT inh 4, USP2a inh 0%, Eya2 phos inh -1%, Menin-MLL TR inh -17%, MBNL1-CUG inh 16%, PKM2 activator 7% and TSHR antag 1.
Screening Cc1cc(C)c(OCC(=O)NCC(c2ccco2)N2CCCCC2)c(C)c1 (stereo not drawn) returned Chronic BCR inh -4%, Mito fusion act -4%, S-ASM inh 2%, KCNH2 WT inh 5, USP2a inh -1%, Eya2 phos inh -10% and TSHR antag -20.
For O=C1c2ccccc2C(=O)C1c1ccccc1 the results were Chronic BCR inh -2%, Mito fusion act 10%, GALK inhibitor 2%, S-ASM inh 2%, KCNH2 WT inh -7, USP2a inh 0%, Eya2 phos inh -2%, Menin-MLL TR inh -10%, MBNL1-CUG inh 3%, PKM2 activator 3% and TSHR antag 27.
Screening CCCCN(C)CC(O)Cn1cc(/C=C/C(=O)c2cccs2)c2ccccc21 (stereo not drawn) returned Chronic BCR inh inconclusive, Mito fusion act 0%, GALK inhibitor 1%, S-ASM inh 133%[activator], KCNH2 WT inh 0, USP2a inh 18%, Eya2 phos inh -2%, Menin-MLL TR inh 35%[activator], MBNL1-CUG inh 6%, PKM2 activator -7% and TSHR antag -31.
CC(Sc1ccsc1[N+](=O)[O-])C(=O)N1CCN(c2ccccn2)CC1 (stereo not drawn) was read as Chronic BCR inh 2%, Mito fusion act -1%, GALK inhibitor -3%, S-ASM inh -4%, KCNH2 WT inh 8, USP2a inh -1%, Eya2 phos inh 0%, Menin-MLL TR inh 14%, MBNL1-CUG inh 15%, PKM2 activator -19% and TSHR antag -3.
Screening O=C(CCS(=O)(=O)Cc1ccccc1)N1CCN(c2ccccc2)CC1 returned Chronic BCR inh -19%, Mito fusion act 3%, GALK inhibitor 4%, S-ASM inh -4%, KCNH2 WT inh -1, USP2a inh -5%, Eya2 phos inh -1%, Menin-MLL TR inh -9%, MBNL1-CUG inh 4%, PKM2 activator 8% and TSHR antag 13.
For COc1ccc(CCNS(=O)(=O)c2cccc3cccnc23)cc1OC the results were Chronic BCR inh -21%, Mito fusion act 0%, GALK inhibitor -1%, S-ASM inh -1%, KCNH2 WT inh -3, USP2a inh 1%, Eya2 phos inh 11%, MBNL1-CUG inh -11%, PKM2 activator 3% and TSHR antag 2.
Screening CCOc1ccc(-n2cc(-c3ccccc3)c3c(SC(C)C(=O)OC)ncnc32)cc1 (stereo not drawn) returned Chronic BCR inh 17%, Mito fusion act 21%, GALK inhibitor -1%, S-ASM inh 1%, KCNH2 WT inh -11, USP2a inh 5%, Eya2 phos inh -3%, Menin-MLL TR inh -5%, MBNL1-CUG inh -10%, PKM2 activator 2% and TSHR antag -13.
`Cc1ccc(C)c(C(=O)Nc2ccncc2)c1` gave Chronic BCR inh -17%, Mito fusion act 0%, GALK inhibitor 0%, S-ASM inh 0%, KCNH2 WT inh 2, USP2a inh 0%, Eya2 phos inh -22%, Menin-MLL TR inh 17%, MBNL1-CUG inh -2%, PKM2 activator -1% and TSHR antag -7.
`CCOC(=O)c1c(C2COc3ccccc3O2)csc1NC(=O)c1ccco1` (stereo not drawn) gave Chronic BCR inh 1%, Mito fusion act 12%, GALK inhibitor 2%, S-ASM inh -13%, KCNH2 WT inh -11, USP2a inh -2%, Eya2 phos inh -31%, Menin-MLL TR inh 12%, MBNL1-CUG inh 1%, PKM2 activator -9% and TSHR antag 12.
Screening COc1cccc(/C=C2\SC(=O)N(CCC(=O)N3CCC(C(=O)O)CC3)C2=O)c1 returned Chronic BCR inh inconclusive, Mito fusion act -3%, GALK inhibitor -4%, S-ASM inh 4%, KCNH2 WT inh -6, USP2a inh -2%, Eya2 phos inh 2%, MBNL1-CUG inh 25% and TSHR antag -7.
For COc1ccc(/C(C)=N/NC(=O)c2ccc3nc[nH]c3c2)cc1 the results were Chronic BCR inh 1%, Mito fusion act -2%, GALK inhibitor -4%, S-ASM inh 2%, KCNH2 WT inh -1, USP2a inh 0%, Eya2 phos inh 5%, MBNL1-CUG inh 8% and TSHR antag 3.
For COc1ccc(C(CCNCc2ccc(OC(C)C)cc2)C(C)C)cc1 (stereo not drawn) the results were Chronic BCR inh -9%, Mito fusion act -24%, GALK inhibitor -4%, S-ASM inh -5%, KCNH2 WT inh 23, USP2a inh -2%, Eya2 phos inh -22%, PKM2 activator -1% and TSHR antag -9.
`COc1ccc(C2=NN(S(=O)(=O)c3ccccc3)C(c3ccccc3)C2)cc1` (stereo not drawn) gave Chronic BCR inh 9%, Mito fusion act 4%, GALK inhibitor -4%, S-ASM inh -2%, KCNH2 WT inh -9, USP2a inh -1%, Eya2 phos inh 16%, MBNL1-CUG inh -11%, PKM2 activator 1% and TSHR antag -9.
